# Screens: PubChem BioAssay, National Center for Advancing Translational Sciences (NCATS)
# Mm-Cpn inhibitor = blocks the Methanococcus maripaludis chaperonin Mm-Cpn | purified Mm-Cpn ATPase, ADP Transcreener TR-FRET | Potency, µM (doses to about 76.9 µM), inactives show at the top dose activity, negative = inhibition, most hits filed as inhibitors | 330,000 compounds, 0.031% hits | AID 504842; further: nearly all actives have a fitted effect of over 80% in size
#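 Measured: ADP formation by purified Mm-CPN. Conditions: 25 nM protein, 10 uM ATP, Tris pH 7.4 with Mg2+, K+ and DTT, 37°C for 30 min. Detection: Transcreener HTRF after 30 min at room temperature.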
# A549 viability = kills or reduces viability of A549 cells in Nrf2 counter-screen. A549 ARE-Fluc cells, CellTiter-Fluor viability, 18-24 h. Potency, µM (highest dose often 46 µM), for the others: at the highest dose activity change, negative = cytotoxicity, most hits filed as inhibitors. 390,000 compounds, 0.16% hits
#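 A549 ARE_Fluc cells in 5% FBS OPTI-MEM were exposed to compounds in concentration-response for 18-24 h at 37 deg C. Viability was read by CellTiter-Fluor fluorescence (Ex 405/Em 525) after 30 min, before the luciferase read.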
# Nrf2 block = blocks Nrf2 signaling | A549 ARE-Fluc reporter, luciferase luminescence, 18-24 h | Potency, µM (doses to about 46 µM), inactives show at the highest dose activity change, negative = inhibition, hits mostly inhibitors | 360,000 compounds, 2.1% hits | AID 504444; further: nearly all actives have a fitted effect of over 60% in size
#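 A549 ARE_Fluc cells (5000/well, 5% FBS OPTI-MEM) pre-incubated 2 h, then treated with compounds 18-24 h at 37C/5% CO2 in concentration-response. CellTiter-Fluor viability read first; BugLite luciferase luminescence after 15 min at room temperature gives Nrf2 activity.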
# Starred values were filed as active, the others as inactive; ? = inconclusive; · = no result given; [ ] = remark or other dose. The call rests on the fitted dose curve; in most records, active means well fitted curve in the direction sought with a large enough effect; inconclusive means small, poorly fitted or top-dose-only effect, or another doubt; inactive means no such curve, though single readings can be large; an effect the other way counts as inactive or inconclusive. On the % scale 0 is the no-effect control and ±100 the full control effect; potency means the concentration at half of the fitted maximal effect. Only part of the results is shown. The share of hits here may be higher or lower than overall.
SMILES,Mm-Cpn inhibitor,A549 viability,Nrf2 block
CCC(=O)N1CC2(CC(c3cccc(NC(=O)COc4ccc(Cl)cc4)c3)=NO2)C[C@@H]1C(N)=O (stereo partly specified),?,·,·
CC(=O)C1=C(C)NC(SCC(=O)c2ccc(-c3ccccc3)cc2)=C(C#N)C1c1cccnc1 (stereo unspecified),-5%,·,·
COc1ccc(-c2nsc3c(N4CCN(S(=O)(=O)c5ccccc5)CC4)ncnc23)cc1,0%,·,·
Cc1nnc(NC(=O)CCC(=O)N2CCN(CCc3ccccc3)CC2)s1,0%,·,·
Oc1ccc(/C=N/Nc2ccc(C(F)(F)F)cn2)c(O)c1,0%,·,·
COC(=O)[C@@]1(Cc2ccc(OC)cc2)[C@H]2c3cc(C(=O)N4CCCC4)n(Cc4ccc(C)o4)c3C[C@H]2CN1C(=O)c1ccccc1,?,·,·
COc1cccc(C(=O)NC2CCN(CC(=O)Nc3c(C)cc(C)cc3C)CC2)c1,1%,·,·
O=C(COC(=O)c1ccccc1NS(=O)(=O)c1cc([N+](=O)[O-])ccc1Cl)c1ccccc1,0%,·,·
COc1ccc(O[C@H]2C=C[C@@H](c3ccccc3)O[C@@H]2CO/N=C(\C)CCN2CCCCc3nc(C)c(C)cc32)cc1,-1%,·,·
Cn1c(=O)c(C(=O)COC(=O)c2cc(C(F)(F)F)nc3c(C(F)(F)F)cccc23)c(N)n(CC2CC2)c1=O,1%,·,·
Fc1ccccc1Nc1nc2c(s1)CCc1ccccc1-2,1%,·,·
O=c1[nH]cc(CCc2ccccc2)c2ncncc12,·,5%,1%
O=C1Cc2cc(S(=O)(=O)N3CCN(c4ccc(F)cc4)CC3)ccc2N1,·,5%[92.2 µM],-18%[92.2 µM]
CC(C)(C)OC(=O)CC(=O)NNC(=O)c1nc2ccccc2[nH]1,·,-8%,-1%
NCCCCNc1ncnc2ccc(-c3ccc4c(c3)OCO4)cc12,·,17%,0%
Cc1cc2c(s1)c1cnn(Cc3cc(F)ccc3F)c(=O)c1n2C,·,1%,-26%
COc1ccc2ncnc(NCC3CCCO3)c2c1-c1ccc2c(c1)OCO2 (stereo unspecified),·,-24%,?
COc1ccc(CCn2c3c(c(=O)[nH]c2=S)CN(CC(C)C)CN3)cc1OC,·,3%,-23%
c1c[nH]c(CNc2ncnc3ccc(-c4ccc5c(c4)OCO5)cc23)n1,·,8%,6%
O=C(CNC(=O)c1ccc2n[nH]nc2c1)OC(C(=O)Nc1cc(C(F)(F)F)ccc1Cl)c1ccccc1 (stereo unspecified),·,3%,-20%

# Rewritten with tabs: 4 of the compounds above
SMILES	Mm-Cpn inhibitor	A549 viability	Nrf2 block
O=c1[nH]cc(CCc2ccccc2)c2ncncc12	·	5%	1%
O=C1Cc2cc(S(=O)(=O)N3CCN(c4ccc(F)cc4)CC3)ccc2N1	·	5%[92.2 µM]	-18%[92.2 µM]
CC(C)(C)OC(=O)CC(=O)NNC(=O)c1nc2ccccc2[nH]1	·	-8%	-1%
NCCCCNc1ncnc2ccc(-c3ccc4c(c3)OCO4)cc12	·	17%	0%

# Copied from the list.
# Reading of `Oc1ccc(/C=N/Nc2ccc(C(F)(F)F)cn2)c(O)c1` under Mm-Cpn inhibitor: 0%
# Reading of `COc1ccc(CCn2c3c(c(=O)[nH]c2=S)CN(CC(C)C)CN3)cc1OC` under Nrf2 block: -23%
# Reading of `NCCCCNc1ncnc2ccc(-c3ccc4c(c3)OCO4)cc12` under A549 viability: 17%

# The list goes on:
SMILES,Mm-Cpn inhibitor,A549 viability,Nrf2 block
Cc1ccc(S(=O)(=O)N(C)c2cccc3cccnc23)cc1,·,6%,-11%
CC(C)(C)OC(=O)NCc1nnc(C(C(=O)OCc2ccccc2)c2ccccc2)s1 (stereo unspecified),·,-4%,16%
COc1ccc(C2=Nn3c(nnc3-c3ccc(OC)c(OC)c3)SC2)cc1,·,-8%,1%
Nc1ncc(-c2cccc(-c3nn4c(=O)cc(N5CCNCC5)nc4s3)c2)cn1,·,-5%,3%
Oc1ccc(CNc2ccccc2Br)c2cccnc12,·,-7%,?
Cc1cc2c(s1)c1cnn(Cc3ccc(C)c(F)c3)c(=O)c1n2C,·,0%,3%
COc1cccc(C2c3c(ncn(-c4ccccc4Cl)c3=N)Oc3ccc4ccccc4c32)c1 (stereo unspecified),·,18%,-18%
Cc1cc(C)n2ncc(C(=O)NC(C)C)c2n1,·,12%,-4%
CCn1c2cc(C)sc2c2cnn(Cc3ccccc3F)c(=O)c21,·,?,?
NCCCNc1ncnc2ccc(-c3ccc4c(c3)OCO4)cc12,·,-8%,0%
COc1cc(F)c(S(=O)(=O)N2CCN(S(=O)(=O)c3cccs3)CC2)c(F)c1,·,1%,9%
O=C1CCc2cc(S(=O)(=O)Nc3cccc(Br)c3)ccc2N1,·,-2%,?
O=C(CNC(=O)c1ccncc1)OC(C(=O)Nc1cc(C(F)(F)F)ccc1Cl)c1ccccc1 (stereo unspecified),·,16%,?
O=C1CCCC2=C1C1(CCCC1)N=C(Nc1nc3cc4ccccc4cc3o1)N2,·,-2%,-2%
COc1cccc(S(=O)(=O)N2CCN(c3nc(-c4cccs4)nc4ccccc34)CC2)c1,·,-1%,?
CCOc1ccccc1-c1nnc2n1N=C(c1cccc(OC)c1)CS2,·,-2%,11%
COc1ccc(OC)c(-c2nnc3n2N=C(c2ccccc2OC)CS3)c1,·,-2%,-6%
Cc1csc(CNc2ncnc3ccc(-c4c(C)noc4C)cc23)c1,·,1%,?
Cn1c2cc(CO)sc2c2cnn(Cc3ccccc3F)c(=O)c21,·,16%,17%
COc1ccc(C2Nc3ccccc3C(=O)N2Cc2ccccc2OC)cc1COc1ccc(NC(C)=O)cc1 (stereo unspecified),·,-5%,-26%

# Part of the list above, with tabs:
Compound	Mm-Cpn inhibitor	A549 viability	Nrf2 block
COc1cccc(C2c3c(ncn(-c4ccccc4Cl)c3=N)Oc3ccc4ccccc4c32)c1 (stereo unspecified)	·	18%	-18%
Cc1cc(C)n2ncc(C(=O)NC(C)C)c2n1	·	12%	-4%

# Further structures
SMILES,Mm-Cpn inhibitor,A549 viability,Nrf2 block
Cn1nnnc1Sc1ncnc2scc(-c3ccc4ccccc4c3)c12,·,?,5%
COc1ccc(C2Nc3ccc(NC(=O)CO)cc3C(=O)N2Cc2cccc(Cl)c2)cc1COc1ccc(NC(C)=O)cc1 (stereo unspecified),·,-20%,?
CN(CCO)c1nc(-c2cccs2)nc2ccccc12,·,-3%,-29%
COc1ccc([S+](=O)([O-])N2CCN([S+](=O)([O-])c3ccc4c(c3)OCCO4)CC2)c(OC)c1,·,1%,-8%
COc1cc(NC(=O)CCN2CCN(c3ccccc3)CC2)cc(OC)c1,·,0%,3%
CCCN1CNc2c(c(=O)[nH]c(=S)n2CCc2ccc(C)cc2C)C1,·,3%,9%
O=C1CCc2cc(Cl)c(S(=O)(=O)Nc3ccc(Cl)c(Cl)c3)cc2N1,·,13%,0%
Cc1cc2c(s1)c1cnn(Cc3cccc(C)c3F)c(=O)c1n2C,·,2%,5%
Cc1ccc(S(=O)(=O)N2CCN(c3nc(-c4ncccn4)nc4ccccc34)CC2)cc1,·,2%,-3%
COc1ccccc1Nc1cc2ccccc2c(=O)[nH]1,·,?,99%
O=S(=O)(c1ccc2c(c1)OCCO2)N1CCN(S(=O)(=O)c2cc(F)c(F)cc2F)CC1,·,-2%,-18%
Cc1ccc(S(=O)(=O)N(C)CCCN(C)c2nc(-c3cccs3)nc3ccccc23)cc1,·,-13%,-24%
CC(C)(C)c1ccc(C(=O)NCC(=O)OC(C(=O)Nc2cc(C(F)(F)F)ccc2Cl)c2ccccc2)cc1 (stereo unspecified),·,1%,?
CCCN1CNc2c(c(=O)[nH]c(=S)n2CCc2cc(Cl)ccc2Cl)C1,·,14%,1%
O=C1Cc2cc(S(=O)(=O)N3CCN(c4ccc([N+](=O)[O-])cc4)CC3)ccc2N1,·,-4%,31%
Cn1nnnc1Sc1ncnc2scc(-c3cccc(Cl)c3)c12,·,-18%,23µM*
O=S(=O)(c1ccc(Br)cc1)N1CCN(S(=O)(=O)c2ccc3c(c2)OCCO3)CC1,·,-3%,16%
COc1cccc(C2c3c(ncn(-c4ccccn4)c3=N)Oc3ccc4ccccc4c32)c1 (stereo unspecified),·,-6%,?
COc1cccc(CCn2c(N)cc(=O)[nH]c2=S)c1OC,·,9%,-11%
Cc1ccc(NS(=O)(=O)c2cc3c(cc2Cl)NC(=O)CO3)cc1C,·,0%,-28%
COc1cc(F)c(S(=O)(=O)N2CCN(S(=O)(=O)c3ccco3)CC2)c(F)c1,·,-4%,9%
CN(Cc1nccs1)c1ncnc2ccc(-c3ccc4c(c3)OCO4)cc12,·,1%,-16%
CCn1cnc2c(Nc3ccc(CCC(=O)N=C(N)N)cc3)nc(C#N)nc21,·,-5%,9%
CNc1cc2c(cc1S(=O)(=O)Nc1ccc(C)c(C)c1)CCC(=O)N2,·,4%,?
O=C1CCCC2=C1C1(CCCOC1)N=C(Nc1nc3ccccc3o1)N2 (stereo unspecified),·,1%,?
Cn1nnnc1Sc1ncnc2scc(-c3cccc([N+](=O)[O-])c3)c12,·,6%,-27%
O=C(OCC#CCSc1nnc(-c2cccc3ccccc23)o1)c1cccc(C(F)(F)F)c1,·,0%,8%
COC(=O)c1cc(F)c(S(=O)(=O)N2CCN(S(=O)(=O)c3ccc4c(c3)OCCO4)CC2)cc1F,·,-4%,1%
O=C1CCc2cc(S(=O)(=O)Nc3ccc(-c4ccccc4)cc3)ccc2N1,·,2%,12µM*
CCn1nnc2c(N3CCCC3)ncnc21,·,0%,-5%
Cn1cncc1CNc1ncnc2ccc(-c3ccc4c(c3)OCO4)cc12,·,13%,6%
O=C1CCc2cc(S(=O)(=O)Nc3cccc(B(O)O)c3)ccc2N1,·,-6%,?
O=S(=O)(Nc1cccc2cccnc12)c1ccccc1O,·,-1%,?
O=C1CCCC2=C1C1(CCCC1)N=C(Nc1nc3cc(Cl)ccc3o1)N2,·,2%,?
COc1ccc(CCn2c(=S)[nH]c(=O)c3nccnc32)cc1OC,·,?,18µM*
COc1ccc(C2Nc3ccccc3C(=O)N2Cc2ccco2)cc1COc1ccccc1 (stereo unspecified),·,-3%,-14%
O=C1CCc2cc(S(=O)(=O)Nc3ccc4ncccc4c3)ccc2N1,·,-10%,0%
COc1ccc(-c2nnc3n2N=C(c2ccccc2OC)CS3)cc1,·,-1%,6%
O=C(Cc1ccccc1)Nc1sc2c(c1C(=O)Nc1ccc(Cl)cc1)CCOC2,·,-2%,-20%
CC(C)(C)OC(=O)Cc1nnc(-c2nc3ccccc3[nH]2)o1,·,-6%,?
CCCN1CNc2c(c(=O)[nH]c(=S)n2CCc2c(OC)cccc2OC)C1,·,0%,-4%
O=C1Cc2cc(S(=O)(=O)N3CCN(c4ccc(Br)cc4)CC3)ccc2N1,·,5%[92.2 µM],-15%[92.2 µM]
COc1cccc(-c2nnc3n2N=C(c2c(OC)cccc2OC)CS3)c1OC,·,-1%,-6%
O=[S+]([O-])(c1ccc2c(c1)OCCO2)N1CCN([S+](=O)([O-])c2c(Cl)cc(Cl)cc2Br)CC1,·,-1%,4%
COc1ccc(CCn2c3c(c(=O)[nH]c2=S)CN(Cc2ccccc2)CN3)cc1OC,·,4%,?
N#Cc1nc(Nc2cccc(Cl)c2)nc(NC2CCCC2)n1,·,?,?
Cc1cc2c(s1)c1cnn(Cc3ccc(-c4ccccc4)cc3)c(=O)c1n2C,·,-9%,13%
COc1ccc(C2Nc3ccccc3C(=O)N2Cc2ccccc2C(F)(F)F)cc1COc1ccc(NC(C)=O)cc1 (stereo unspecified),·,0%,-4%
COc1ccccc1-c1nnc(SCC#CCOC(=O)c2ccc(F)cc2)o1,·,-1%,5%
Cc1ccn2c(NCc3ccco3)c(-c3ccccc3)nc2c1,·,-1%,?
COc1ccc(C2Nc3ccccc3C(=O)N2Cc2ccccc2)cc1Oc1ccc(NC(C)=O)cc1 (stereo unspecified),·,-11%,?
COc1ccc(C#Cc2cnc(Cl)c3cncnc23)cc1OC,·,10%,1%
N#Cc1nc(Nc2cccc(C(F)(F)F)c2)nc(NC2CCCC2)n1,·,-4%,-6%
CCN(c1ccccc1)C1SC(=O)N(c2ccccc2)C1=O (stereo unspecified),·,6%,22%
O=C(CNC(=O)c1ccccc1)OC(CCc1ccccc1)C(=O)Nc1cc(C(F)(F)F)ccc1Cl (stereo unspecified),·,0%,13%
CN(CCN(C)c1nc(-c2cccs2)nc2ccccc12)C(=O)OC(C)(C)C,·,2%,4%
Cc1cc2c(s1)c1cnn(Cc3c(F)c(F)c(C)c(F)c3F)c(=O)c1n2C,·,-4%,10%
COc1ccc(C2Nc3ccccc3C(=O)N2Cc2cccc(Cl)c2)cc1COc1ccc(NC(C)=O)cc1 (stereo unspecified),·,-16%,23µM*
N#Cc1nc(Nc2cc(F)cc(Cl)c2)nc(NC2CCCC2)n1,·,?,?
COCc1nn2c(=O)cc(N3CCNCC3)nc2s1,·,7%,5%
